ERK EGF inh: EGF-driven ERK pathway inhibition; HEK293-V1b, EGF-stimulated phospho-ERK AlphaScreen; Potency, µM (top dose mostly 11.5 µM), inactives show top-dose activity change, negative = inhibition, usual class: inhibitors; actives 0.41% (n = 130,000); AID 1454; active = well fitted inhibition curve with a large enough effect; inconclusive = small, poorly fitted or top-dose-only effect, or effect the other way;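 also: plate controls were stimulated vehicle wells for no effect and unstimulated vehicle basal for full effect; nearly all actives have a fitted effect of over 55% in size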
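In this qHTS, HEK293 cells with stable type-1 vasopressin (V1b) receptor were exposed to compound at 37C for 30 min, stimulated 5 min with EGF at 25 nM, lysed, and probed for phospho-ERK by AlphaScreen.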
An asterisk follows results filed as active; & = joins results of further samples; [ ] = another dose, or the depositor's remark. Potency is read from the fitted curve at half-maximal effect.

Results for CSc1nnc(-c2cccc(NC(=O)c3ccccc3)c2)n1C ?
ERK EGF inh: -4%[57.5 µM]

What do the screens show for `O=C(NC(NC(=S)N1CCOCC1)C(Cl)(Cl)Cl)c1ccc(Cl)cc1` (stereo unspecified)?
ERK EGF inh: -2%

How did Cc1nc(-c2ccccc2)cn(O)c1=O do in these assays?
ERK EGF inh: -2%

Results for O=C(COC(=O)c1cncc(Br)c1)Nc1ccc2c(c1)OCO2 ?
ERK EGF inh: 6%

How did CC(C)(C)OC(=O)N1CCC[C@H]1C(=O)N/N=C/c1cccc2cccnc12 do in these assays?
ERK EGF inh: 1%[57.5 µM]

What do the screens show for `c1ccc(-c2nnc(-c3ccccn3)c(-c3ccccn3)n2)nc1`?
ERK EGF inh: -2%[57.5 µM]

What do the screens show for `Fc1ccc(C2=NNC(=NCc3ccccc3)SC2)cc1F`?
ERK EGF inh: 5%

How did CCOC(=O)N1CCN(CC(=O)Nc2cc(OCC)ccc2OCC)CC1 do in these assays?
ERK EGF inh: 6%

Results for O=C(CNC(=O)C(c1ccccc1)c1ccccc1)N/N=C/c1ccc(O)c([N+](=O)[O-])c1 ?
ERK EGF inh: 4%

How did CCOc1cc(S(=O)(=O)NCc2cccnc2)c(C)cc1C do in these assays?
ERK EGF inh: -1%

How did CCOC(=O)NC(=O)/C(C=Nc1ccc(Cl)c(Cl)c1Cl)=C(\C)O do in these assays?
ERK EGF inh: 6%

Results for O=C(NCc1ccccc1Cl)NCc1ccccc1Cl ?
ERK EGF inh: -6%[57.5 µM]

What do the screens show for `COc1cccc(/C=N/NC(=S)Nc2cccnc2)c1`?
ERK EGF inh: -16%

Results for O=C(N/N=C\c1ccc([N+](=O)[O-])s1)c1cncc(Br)c1 ?
ERK EGF inh: -3%

How did O=C(CCCN1C(=O)/C(=C\c2cccs2)SC1=S)Nc1ccc(C(=O)O)cc1 do in these assays?
ERK EGF inh: -17%

Results for Cc1ccc(NC(=O)CN(C)Cc2cc(=O)n3ccsc3n2)cc1 ?
ERK EGF inh: -3%[57.5 µM]

How did Cc1cc(=O)[nH]c(SCC(=O)NCCC2=CCCCC2)n1 do in these assays?
ERK EGF inh: -2%

Results for Cc1cc(C)cc(NC(=O)Cn2c(SCc3cc(C)ccc3C)nc3ccncc32)c1 ?
ERK EGF inh: 9%

What do the screens show for `Cc1ccn2c(C(=O)CSc3ccccc3)c(C)nc2c1`?
ERK EGF inh: -1%

How did CCC(=O)Nc1cccc(NC(=O)c2ccccc2Br)c1 do in these assays?
ERK EGF inh: 3%

Next section; the last four above are carried over.
How did Cc1cc(=O)[nH]c(SCC(=O)NCCC2=CCCCC2)n1 do in these assays?
ERK EGF inh: -2%

Results for Cc1cc(C)cc(NC(=O)Cn2c(SCc3cc(C)ccc3C)nc3ccncc32)c1 ?
ERK EGF inh: 9%

What do the screens show for `Cc1ccn2c(C(=O)CSc3ccccc3)c(C)nc2c1`?
ERK EGF inh: -1%

How did CCC(=O)Nc1cccc(NC(=O)c2ccccc2Br)c1 do in these assays?
ERK EGF inh: 3%

Results for COc1ccc(-n2c(O)c(/C=N/NS(=O)(=O)c3ccc(C)cc3)c3ccccc3c2=O)cc1OC ?
ERK EGF inh: 13%

What do the screens show for `N#Cc1c(Cl)nc2c(c1C#N)CCCC2`?
ERK EGF inh: inconclusive

What do the screens show for `CC(=O)N1CCC(N(CCN2CCOCC2)C(=S)Nc2ccccc2C)CC1`?
ERK EGF inh: 4%

What do the screens show for `N#C/C(C(N)=O)=C1/SC=C(c2ccccc2)N1c1ccccc1`?
ERK EGF inh: -4%[57.5 µM]

Results for Cc1cc(NC(=O)CSc2ncn[nH]2)no1 ?
ERK EGF inh: 2%

Results for O=C(c1ccccc1F)N1C(=O)c2cccc3cccc1c23 ?
ERK EGF inh: -3%

Results for COc1cc(/C=N/n2c(=S)[nH]nc(C)c2=O)cc([N+](=O)[O-])c1O ?
ERK EGF inh: inconclusive

Results for COc1ccccc1N1CCN(C(=O)COc2ccc(S(=O)(=O)NC(C)C)cc2)CC1 ?
ERK EGF inh: -11%

How did Cc1cccc(C(=O)Nc2scc(CC(C)C)c2C(=O)O)c1 do in these assays?
ERK EGF inh: 2%

How did CC(SCc1ccccc1)C(=O)Nc1ccc(F)cc1 (stereo unspecified) do in these assays?
ERK EGF inh: -5%

How did C[N+]1(CC2COC3(CCCCC3)O2)CCCCC1 (stereo unspecified) do in these assays?
ERK EGF inh: -12%[57.5 µM]

How did Cc1ccc(NC(=S)N2CCN(Cc3ccccc3)CC2)c(C)c1 do in these assays?
ERK EGF inh: 14%

Results for COc1cc(NC(=O)/C=C/c2ccccc2)c(C(=O)O)cc1OC ?
ERK EGF inh: -1%[57.5 µM]

Results for CCOc1cc(/C=N/NC(=O)NN(C)c2ncc(C(F)(F)F)cc2Cl)ccc1O ?
ERK EGF inh: 9%

Results for O=C(Nc1ccccc1N1CCOCC1)c1cc(F)cc(F)c1 ?
ERK EGF inh: 6%

How did Cn1c(=O)c(-c2cc(F)cc(F)c2)nc2cnc(Oc3ccccc3)nc21 do in these assays?
ERK EGF inh: -7%

Results for CC[C@H](C)[C@@H](NC(=O)O[C@@H]1C(=O)c2cc(OC)ccc2O[C@H]1c1ccc(OC)c(Br)c1)C(=O)OC ?
ERK EGF inh: -3%&-3%

Results for O=C(CN1C(=O)NC2(CCCCC2)C1=O)NC1CCCc2ccccc21 (stereo unspecified) ?
ERK EGF inh: -3%

What do the screens show for `Cc1ccc2[nH]c(CN3CCC(CO)(CC4CCCCO4)CC3)c(C)c2c1` (stereo unspecified)?
ERK EGF inh: -19%

Results for NC(=O)NC(=O)CSc1nnc(-c2ccc(Cl)cc2)n1CC1CCCO1 (stereo unspecified) ?
ERK EGF inh: -5%

Results for O=C(CSc1nnc(CCCN2C(=O)c3cccc4cccc(c34)C2=O)n1-c1ccccc1)NCCCN1CCOCC1 ?
ERK EGF inh: -2%

What do the screens show for `COc1ccc(N(CC(=O)NC2CCCC2)C(=O)CS(=O)CC(=O)Nc2ccc3c(c2)OCO3)cc1` (stereo unspecified)?
ERK EGF inh: 9%

Results for Cc1cc([N+](=O)[O-])nn1CCCC(=O)NCc1ccc(F)cc1 ?
ERK EGF inh: 1%

Results for O=C(Nc1ccccc1Br)c1c(F)cccc1Cl ?
ERK EGF inh: 12%

Results for COc1ccc(S(=O)(=O)n2ccc(-c3ccc4c(c3)CCC(C)(C)O4)n2)cc1 ?
ERK EGF inh: 6%[57.5 µM]

Results for Cc1ccc(CN2CCN(/N=C/c3ccc(C)s3)CC2)c(C)c1 ?
ERK EGF inh: inconclusive

How did Cc1nn(C)c(=O)n1N(C)c1ncc(C(F)(F)F)cc1Cl do in these assays?
ERK EGF inh: -3%

What do the screens show for `CCn1c(COc2ccc(=O)n(-c3ccccc3)n2)n[nH]c1=S`?
ERK EGF inh: -10%

What do the screens show for `O=C(NC1CCCc2ccccc21)c1cn2ccccc2n1` (stereo unspecified)?
ERK EGF inh: -1%

Results for O=C(NCc1ccccc1F)C1CCN(C(=O)c2sccc2-n2cccc2)CC1 ?
ERK EGF inh: 1%[57.5 µM]

What do the screens show for `O=C(Cc1ccc(F)cc1)NC1CCSC1=O` (stereo unspecified)?
ERK EGF inh: 5%

How did O=C(O)CN1C(=O)/C(=C/c2ccc(N3CCCCC3)o2)SC1=S do in these assays?
ERK EGF inh: 11%[57.5 µM]

How did COc1cc(OC)c(-c2cc(C(=O)O)ccc2OC)c(OC)c1 do in these assays?
ERK EGF inh: 0%

How did CC1CCC/C(=N\Nc2ccc(Cl)c(C(=O)O)c2)C1 (stereo unspecified) do in these assays?
ERK EGF inh: 7%

How did C=CCNC(=O)c1cnc2n(c1=O)CCS2 do in these assays?
ERK EGF inh: inconclusive

Results for Cc1cc(=O)oc2cc(OCC(=O)NCc3ccco3)ccc12 ?
ERK EGF inh: -1%

How did CCOC(=O)CSc1nc2sc3c(c2c(=O)n1C1CCCCC1)CCN(C)C3 do in these assays?
ERK EGF inh: -6%

How did O=C(CCN1C(=O)/C(=C/c2ccc(F)cc2)SC1=S)NNC(=O)c1cccnc1 do in these assays?
ERK EGF inh: -7%

What do the screens show for `Cc1ccc(NCc2ccc(O)c3ncccc23)cc1C`?
ERK EGF inh: 20%

What do the screens show for `Cc1cc(C)nc(/N=C2\NC(=O)CC(C(=O)O)N2c2cccc(Cl)c2)n1` (stereo unspecified)?
ERK EGF inh: -1%

Sorted by length of the SMILES (descending): 6 of the compounds above.
What do the screens show for `Cc1cc(C)nc(/N=C2\NC(=O)CC(C(=O)O)N2c2cccc(Cl)c2)n1` (stereo unspecified)?
ERK EGF inh: -1%

How did CCOC(=O)CSc1nc2sc3c(c2c(=O)n1C1CCCCC1)CCN(C)C3 do in these assays?
ERK EGF inh: -6%

How did COc1cc(OC)c(-c2cc(C(=O)O)ccc2OC)c(OC)c1 do in these assays?
ERK EGF inh: 0%

Results for Cc1cc(=O)oc2cc(OCC(=O)NCc3ccco3)ccc12 ?
ERK EGF inh: -1%

How did CC1CCC/C(=N\Nc2ccc(Cl)c(C(=O)O)c2)C1 (stereo unspecified) do in these assays?
ERK EGF inh: 7%

How did C=CCNC(=O)c1cnc2n(c1=O)CCS2 do in these assays?
ERK EGF inh: inconclusive

Later entries:
What do the screens show for `Cc1cccc(CN2CCN(C(=S)Nc3ccccc3)CC2)c1`?
ERK EGF inh: -13%

How did Cc1onc(-c2c(Cl)cccc2Cl)c1COC(=O)c1ccc([N+](=O)[O-])cc1 do in these assays?
ERK EGF inh: inconclusive

What do the screens show for `CC(Nc1ncnc2nc[nH]c12)c1ccccc1` (stereo unspecified)?
ERK EGF inh: 1%

What do the screens show for `CCOC(=O)N1CCN(C(=O)c2c(N)no[n+]2[O-])CC1`?
ERK EGF inh: -10%

What do the screens show for `COC(=O)c1ccc(N=NN2CCOCC2)cc1`?
ERK EGF inh: 2%

How did CC1CC(=O)Nc2ccccc2N1S(=O)(=O)c1ccc(F)cc1F (stereo unspecified) do in these assays?
ERK EGF inh: 25%[57.5 µM]

How did CCOc1ccc(N/C(N)=N/c2nc(CSc3nnc(C)s3)cc(=O)[nH]2)cc1 do in these assays?
ERK EGF inh: -6%[57.5 µM]

What do the screens show for `COC(=O)C/C=C/[C@@H](C)[C@@H](/C=N/O[C@@H](C)c1cn([C@H](CO)Cc2ccccc2)nn1)NS(=O)(=O)c1ccc(C)cc1`?
ERK EGF inh: 13%

Results for O=[N+]([O-])c1ccc(-c2cnc(SC(c3ccccc3)c3ccccc3)[nH]2)cc1 ?
ERK EGF inh: inconclusive

Results for CCN(CC)c1ccc([N+](=O)[O-])cc1/C=N/NC(=O)CC#N ?
ERK EGF inh: 8%

How did Cc1nn(C)cc1/C=N/NC(=S)Nc1ccc(Cl)cc1Cl do in these assays?
ERK EGF inh: 7%

What do the screens show for `Nc1ccccc1C(=O)Nc1nccs1`?
ERK EGF inh: 8%

Results for O=[N+]([O-])c1ccccc1/C=C/C=N/Nc1ccc(S(=O)(=O)Nc2ccc(Cl)cc2)cc1[N+](=O)[O-] ?
ERK EGF inh: inconclusive

What do the screens show for `O=C(Nc1cc(S(=O)(=O)N2CCOCC2)ccc1N1CCCC1)c1ccc2c(c1)S(=O)(=O)c1ccccc1C2=O`?
ERK EGF inh: -3%

How did O=C(NCc1cccc(C(F)(F)F)c1)c1cccc(Cl)c1Cl do in these assays?
ERK EGF inh: 1%

Results for Cc1onc(-c2ccc(Cl)cc2Cl)c1C(=O)/C=C/N(C)C ?
ERK EGF inh: 4%[57.5 µM]

What do the screens show for `NC(=O)c1cnn(-c2cc(Oc3ccccc3)ncn2)c1N`?
ERK EGF inh: 3%

How did O=c1c(Cc2ccc(F)cc2)c(O)ccn1CCc1cnc[nH]1 do in these assays?
ERK EGF inh: -14%

What do the screens show for `CC1(C)CC(NC(=S)Nc2ccc(S(N)(=O)=O)cc2)CC(C)(C)N1`?
ERK EGF inh: -3%

What do the screens show for `O=C(CN1C(=O)c2cccc3cccc1c23)N1CCN(Cc2ccc3c(c2)OCO3)CC1`?
ERK EGF inh: 5%

How did CCOC(=O)c1sc(NC(=O)c2ccc(S(=O)(=O)N3CCOCC3)cc2)nc1-c1ccccc1 do in these assays?
ERK EGF inh: 4%

What do the screens show for `COc1ccc(CNC(=O)CSc2nnc3nc(C)cc(C)n23)cc1OC`?
ERK EGF inh: 4%

How did CC(C)(C)c1ccc(NC(=O)c2ccsc2)cc1 do in these assays?
ERK EGF inh: 7%[57.5 µM]

Results for CC(=O)Oc1ccccc1N(C(C)=O)S(=O)(=O)c1ccc2ccccc2c1 ?
ERK EGF inh: 0%

What do the screens show for `COCCNC(=O)/C=C/c1c(Cl)cccc1Cl`?
ERK EGF inh: -1%

How did Cn1c(=O)n(Cc2ccccc2F)c(=O)c2c1nc1n2CCN1Cc1ccco1 do in these assays?
ERK EGF inh: -8%

Results for Cc1ccc(C(=O)N/N=C/C=C/c2ccccc2)o1 ?
ERK EGF inh: -3%

How did COCCNC(=O)C(c1ccncc1)N(C(=O)c1sc(C)nc1C)c1cccc(C)c1 (stereo unspecified) do in these assays?
ERK EGF inh: -8%

How did O=C(Nn1c(SCc2ccc(F)cc2)nc2ccsc2c1=O)c1ccccc1 do in these assays?
ERK EGF inh: 12%

How did Cc1ccc(CNC(=O)C(=O)NCC2OCCN2C(=O)c2ccc3c(c2)OCO3)cc1 (stereo unspecified) do in these assays?
ERK EGF inh: 3%

What do the screens show for `COc1ccc(C(=O)N=c2sccn2C)cc1`?
ERK EGF inh: 3%

Results for CCC1CSC(Nc2ccc(C(=O)/C=C/c3cccc(C)c3)cc2)=N1 (stereo unspecified) ?
ERK EGF inh: -1%

How did Cc1ccc(S(=O)(=O)NC(C(=O)O)c2ccccc2)cc1 (stereo unspecified) do in these assays?
ERK EGF inh: -2%

Results for CC(=O)Nc1ccc(S(=O)(=O)NCC(=O)OCC(=O)NC(=O)C2CCCCC2)cc1 ?
ERK EGF inh: -4%

Compound activity deposited in PubChem by National Center for Advancing Translational Sciences (NCATS).

These rows are one share of the data. The share of hits here may be higher or lower than overall.
